From PubChem BioAssay
NCF1 inh = p47phox/p22phox peptide binding inhibitors, primary screen, biochemical, uHTS, NADPH oxidase regulatory subunit. Neutrophil cytosol factor 1 (Homo sapiens), P14598. fluorescence polarization, 2 h. inhibition, % at 24.7 µM. hit rate 0.53% among 220,000. AID 1274, 2008;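 active means inhibition above about 30%, limit read from the data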;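 further: 0% = p47phox with labelled peptide and 100% = labelled peptide alone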
Target sequence (P14598 whole entry, looked up): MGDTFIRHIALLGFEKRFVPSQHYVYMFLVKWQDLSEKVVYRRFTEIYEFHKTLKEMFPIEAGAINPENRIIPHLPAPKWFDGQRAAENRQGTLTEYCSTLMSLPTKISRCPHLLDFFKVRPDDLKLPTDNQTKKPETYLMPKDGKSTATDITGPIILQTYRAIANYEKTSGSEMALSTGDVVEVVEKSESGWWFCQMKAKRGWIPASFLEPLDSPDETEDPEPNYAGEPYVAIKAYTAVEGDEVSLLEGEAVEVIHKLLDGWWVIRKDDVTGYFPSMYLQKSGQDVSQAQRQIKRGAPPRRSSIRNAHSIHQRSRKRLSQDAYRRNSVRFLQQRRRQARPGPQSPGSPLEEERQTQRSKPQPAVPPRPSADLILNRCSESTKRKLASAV
Ba/F3 V617F tox = reduced viability of JAK2V617F-dependent Ba/F3 cells, primary screen, JAK2V617F inhibitor project, cell-based, Ba/F3 EpoR-JAK2V617F, luminescence; ATP luminescence; inhibition, % at 5.6 µM; hit rate 1.1% among 220,000; AID 1446, 2008;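 active means inhibition above the campaign mean plus 3 SD over all tested compounds, cut at about 24% in these data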;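 further: cytokine-independent growth of Ba/F3 cells driven by EpoR plus mutant JAK2; 0% = DMSO-treated cells and 100% = JAK inhibitor I control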
BaF3 tox = parental Ba/F3 cell viability inhibition, counter-screen for JAK2V617F inhibitor project, murine pro-B, CellTiter-Glo luminescence; CellTiter-Glo ATP luminescence; inhibition, % at 5.6 µM; hit rate 1.1% among 220,000; AID 1486, 2009;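 active means inhibition above a per-campaign cutoff, the mean inhibition of all tested compounds plus 3 SD, cut at about 27% in these data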;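 further: 0% = DMSO wells and 100% = JAK Inhibitor I control wells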
Furin inhibitor = human furin inhibitors, primary screen, biochemical, fluorescence intensity. inhibition, % at 30 µM. hit rate 0.061% among 220,000. AID 463115, 2010. P09958. purified furin, fluorogenic substrate cleavage; in the data active means inhibition above about 25%; further: inactives centre near -15
RBBP9 inhibitor = human RBBP9 inhibitors, primary screen, biochemical, fluorescence polarization, FP-Rh probe, HTS; Serine hydrolase RBBP9 (Homo sapiens), O75884; recombinant RBBP9; inhibition, % at 7.94 µM; hit rate 0.2% among 220,000;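 active means inhibition above the campaign mean of all tested compounds plus 3 SD, cut at about 14% in these data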;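 further: plate controls were DMSO wells with RBBP9 for no effect and wells lacking RBBP9 protein for full effect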
Target sequence (O75884 whole entry, looked up): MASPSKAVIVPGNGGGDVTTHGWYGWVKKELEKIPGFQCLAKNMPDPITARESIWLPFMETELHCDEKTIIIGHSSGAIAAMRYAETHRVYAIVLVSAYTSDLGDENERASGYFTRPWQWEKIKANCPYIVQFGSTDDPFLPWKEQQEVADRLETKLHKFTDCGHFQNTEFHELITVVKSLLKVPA
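Test system: recombinant human RBBP9. Quantity: 2.5 µM RBBP9 dispensing solution, before mixing. Detection: FP readout at 525/598 nm. Reagent: Serine-hydrolase probe FP-Rh, 375 nM pre-mixing. Measure: % inhibition. Control set: DMSO-treated enzyme wells and wells lacking RBBP9. Buffer or medium: Tris-NaCl-Pluronic buffer, pH 8.0. Times: preincubation 30 min plus labeling 45 min at 25 °C.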
PPC-1+TRAIL kill = compounds killing PPC-1 cancer cells with TRAIL present, primary screen, TRAIL potentiator project, ATPLite luminescence, uHTS; PPC-1 cells + TRAIL, ATPLite viability luminescence; hit rate 0.41% among 220,000; AID 1443, 2008; cell killing (% activity), % at 4 µM;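 active means cell killing above 50% in the first pass at 4 µM, then a duplicate retest at 5 µM averaging 50% or more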;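 further: plate controls were cells with TRAIL plus DMSO for no effect and medium-only wells lacking cells for full effect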
p97 inhibitor = inhibitors of human p97 ATPase, primary screen, biochemical; Transitional endoplasmic reticulum ATPase (Homo sapiens), P55072; recombinant p97 ATPase, Kinase-Glo ATP luminescence, 3 h; hit rate 0.42% among 220,000; inhibition, % at 8 µM; in the data active means inhibition above about 15%;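 further: 0% = DMSO vehicle and 100% = wells lacking enzyme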
EP2 antag = human EP2 receptor antagonists, primary screen, TR-FRET cAMP, C6 glioma cells. Prostaglandin E2 receptor EP2 subtype (Homo sapiens), P43116. C6 glioma cells expressing human EP2; cells stimulated with saturating PGE2. inhibition, % at 25 µM. hit rate 0.52% among 260,000;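 active means percent inhibition above 40 after rounding to a whole number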;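 further: rat C6 glioma host cells with rolipram phosphodiesterase inhibitor present; the protocol text gives 20 µM as final concentration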
Target sequence (P43116 whole entry, looked up): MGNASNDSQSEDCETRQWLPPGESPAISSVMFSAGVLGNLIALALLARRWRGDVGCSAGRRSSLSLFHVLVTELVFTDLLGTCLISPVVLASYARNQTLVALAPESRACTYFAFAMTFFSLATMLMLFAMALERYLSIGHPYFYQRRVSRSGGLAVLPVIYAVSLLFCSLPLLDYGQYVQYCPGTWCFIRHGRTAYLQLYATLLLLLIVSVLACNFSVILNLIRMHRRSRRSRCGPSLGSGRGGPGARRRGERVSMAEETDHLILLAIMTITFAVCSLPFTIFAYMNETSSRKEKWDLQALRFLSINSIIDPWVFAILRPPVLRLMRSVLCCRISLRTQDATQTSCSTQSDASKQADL
Tb hexokinase = Trypanosoma brucei hexokinase 1 inhibitors, primary screen, biochemical, G6PDH-coupled NADH absorbance, MLSCN library. recombinant TbHK1, G6PDH-coupled NADH A340. hit rate 0.11% among 220,000. inhibition, % at 10 µM. hexokinase 1 [Trypanosoma brucei];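 active means inhibition of 50% or more in the single-dose primary screen; inactive means inhibition below 50%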
Numbers without * were called inactive; x = not tested or not shown; & = joins results of further samples; [ ] = dose if it differs, or a comment. Some of the compounds tested (hit frequency here may not be typical).

nr	Structure	BaF3 tox	EP2 antag	Tb hexokinase	Furin inhibitor	RBBP9 inhibitor	PPC-1+TRAIL kill	p97 inhibitor	Ba/F3 V617F tox	NCF1 inh
1	O=C1c2ccccc2C(O)N1CCN1CCOCC1 (stereo not given)	3	10	-1	-14	-2	15	-3	2	-3
2	N#CCCN(CCC#N)C(=O)c1ccc2c(c1)OCO2	7	4	5	-19[20 µM]	-4	29	-6	4	-1
3	COc1cccc(C(=O)N2CCN(C3CCN(Cc4ccccc4)CC3)CC2)c1	4	x	-1	-9[20 µM]	-6	6	-9	-1	-10
4	CC1=C(C(=O)N2CCOCC2)C(c2ccc(O)cc2)NC(=S)N1 (stereo not given)	10	12	-2	-11	0	28	7	2	-9
5	N#Cc1cc2sc3nc4ccccc4n3c2cc1C#N	3	15	5	-18[20 µM]	-6	7	5	-5	-6
6	Cc1ccc(NC(=O)CC2S/C(=N/N=C/C=C/c3ccccc3)NC2=O)cc1Cl (stereo not given)	4	12	0	-15	-8	3	0	-3	-5
7	COc1ccc(N2CSC3=C(C#N)C(c4ccc(OC)c(OC)c4)CC(=O)N3C2)c(OC)c1 (stereo not given)	9	14	-17	-14	3	-12	-2	5	9
8	COc1ccccc1Nc1nc2c(s1)CCC2	0	14	-1	-11	5	-4	8	-5	-27
9	CC1(C)CC(NC(=O)c2ccccc2Cl)CC(C)(C)N1	4	0	4	-26	7	6	5	-5	-6
10	O=C(c1ccc(=O)oc1)N1CCN(C(c2ccccc2)c2ccccc2)CC1	4	9	-35	1	-3	11	4	4	-32
11	CCOC(=O)C(C)n1cnc2sc(C)c(C)c2c1=O (stereo not given)	2	16	-2	-13[20 µM]	-7	22	-1	1	-4
12	c1ccc(Cn2ccnc2SCc2nnc(-c3ccccc3)o2)cc1	-2	18	0	-20[20 µM]	4	5	-3	-2	-5
13	COc1ccc(C(=O)O/N=C(\N)Cc2ccc(Cl)c(Cl)c2)cc1OC	2	7	-3	-20	-11	0	-1	1	-15
14	COc1ccc(C(=O)OC(C)CN2CCOCC2)cc1OC (stereo not given)	4	6	-9	-22	-8	-15	3	-2	5
15	CCOCCCNC(=S)NCCCNc1nc2cc3c(cc2cc1C#N)OCO3	0	3	-6	-44[20 µM]	2	4	2	-5	-5
16	Cn1c(CN2CCOCC2)nnc1SCc1ccc(C#N)cc1	3	10&0	2	-32	-3	13	3	-1	-9
17	COCCNC(=O)CN(CC1CCCO1)C(=O)CCC(=O)Nc1ccccn1 (stereo not given)	4	13	8	-2	-5	20	-6	5	-12
18	CC(=O)NC1C(Oc2ccc(C=O)cc2)OC(COC(C)=O)C(OC(C)=O)C1OC(C)=O (stereo not given)	3	18	-9	-25	-10	6	-1	0	0
19	c1ccc2[nH]c(-c3cscn3)nc2c1	2	7	-2	-18	2	12	2	0	-5
20	CCOC(=O)N1CCN(C(=O)CS(=O)(=O)c2cn(Cc3ccc(Cl)cc3)c3ccccc23)CC1	-3	13	-17	-11	-6	4	4	-4	5
21	COc1ccc(CCN2CN(S(=O)(=O)c3ccc(OC)cc3)c3nc4ccccc4nc32)cc1	6	6	23	-1	5	5	3	-2	-55
22	CC(C)c1ccc(CN2CCN(C(=O)CCl)CC2)cc1	0	1	5	-17	-6	44	-4	46*	6
23	O=C(NCc1ccc(Cl)cc1)c1cc([N+](=O)[O-])ccc1Cl	1	3	-2	-17	-6	28	1	0	-7
24	CC(C)(C)NC(=O)CSc1nnc(Cc2ccccc2)n1CC1CCCO1 (stereo not given)	9	19	-4	-17	-4	13	-2	2	-6
25	Cc1ccc(SC/C(O)=C(\C#N)c2nc3ccccc3n2C)cc1	0	12	-1	-23	-4	-2	-1	-4	-31

nr	Structure	BaF3 tox	EP2 antag	Tb hexokinase	Furin inhibitor	RBBP9 inhibitor	PPC-1+TRAIL kill	p97 inhibitor	Ba/F3 V617F tox	NCF1 inh
26	CC(C)(C)c1ccc(-c2c(C#N)c(N)nc3c2CCCC3)s1	7	10	-4	-7	-3	11	-7	2	-82
27	CCc1ccc2c(c1)/C(=N/OC)C(=O)N2	6	2	3	-17	-7	24	3	-1	-14
28	COc1ccc(OC)c(NC(=O)N2CCCC(C(=O)c3ccccc3OC)C2)c1 (stereo not given)	7	7	0	-32	2	-10	2	-1	-52
29	CC(NC(=O)C(=O)Nc1nccs1)c1ccccc1 (stereo not given)	-3	6	-4	-27	-2	7	5	0	-14
30	COc1ccc(S(=O)(=O)N(C)CC(=O)NC2CC2)cc1	3	16	3	-14[20 µM]	-6	4	2	-2	4
31	COc1ccc(-c2nc3ccccc3c(=O)n2CCN2CCOCC2)cc1	1	4	0	-2[20 µM]	-4	-9	13	-4	-8
32	Cc1cccc(NC(=O)c2ccc3c(Cl)c4c(nc3c2)CCCC4)n1	7	31	-8	-31	0	36	7	-1	-26
33	CC(NC(=O)COC(=O)[C@@H]1CCCN1S(=O)(=O)c1ccccc1F)C12CC3CC(CC(C3)C1)C2 (stereo not given in full)	4	6	27	-18	-2	43	1	2	-6
34	Cc1c(C#N)c2ccccc2n1CC(=O)N1CCc2ccccc2C1	7	6	-1	-17	-4	3	-2	4	x
35	CCn1c(N)c(C(=O)NCCCOC)sc1=S	3	x	-16	-13	-5	7	3	-3	-3
36	Cc1cccc(CN2CCc3c(OCC(=O)NCc4ccco4)cccc3C2=O)c1	1	8	2	-10	-9	3	-6	2	-4
37	CCCCCCOc1ccc(C(=O)O)cc1C#N	4	6	5	-8	-1	16	5	-3	0
38	Cc1ccc(Cn2ccc(=O)c(OCc3ccccc3)c2C)cc1	-2	10	-3	-23[20 µM]	-3	-6	1	-5	-6
39	CCOC(=O)c1cnc(-c2ccccc2O)nc1Cl	11	7	-32	-11	3	6	2	3	2
40	Cc1ccc(-c2cn3cc(C)ccc3n2)cc1	6	5&5	-7	-17	-7	86*[5 µM]	-9	6	-2
41	O=C(O)CCN1C(=O)NC2(CCCC2)C1=O	5	12	6	-29	-4	-22	2	-1	-8
42	O=C(NCCc1cccs1)C1CC(c2cccc(F)c2)=NO1 (stereo not given)	x	27	-4	-15	x	33	x	x	9
43	Cc1cc(C)c2cc(C#N)c(NCCCNC(=O)CCC(=O)O)nc2c1	1	3	-1	-49	2	-7	7	0	1
44	CC(=O)Nc1ccc(Nc2cc(C)nc3c(-c4ccc(Cl)cc4)cnn23)cc1	8	9	-11	-16	5	27	0	2	-7
45	CCCCN1CN(Cc2ccccc2)CNC1=S	5	4	0	-16	-6	18	2	41*	-10
46	CC1(C)CC(=O)C2=C(C1)OC(N)=C(C#N)C2c1cccs1 (stereo not given)	9	7	0	-20	-5	-10	6	3	-11
47	COCC(=O)N1CCC(Oc2ccc(C(=O)NCCc3ccncc3)cc2)CC1	2	4	6	-21	-4	13	4	1	-4
48	Cc1ccc(C2CC2C(=O)NN)cc1 (stereo not given)	3	9	8	-6[20 µM]	-1	2	-4	5	4
49	CCCNC(=O)c1ccc(C2SCC(=O)N2Cc2ccccc2)cc1 (stereo not given)	7	9	26	-5	1	21	4	1	-10
50	Cc1ccc(S(=O)(=O)Cc2ccc(C(=O)N3CCc4ccccc4C3)o2)cc1	4	18	5	-17	4	10	0	-4	-15

Single records, as listed above:
Cc1ccc(-c2cn3cc(C)ccc3n2)cc1 is entered as BaF3 tox = 6; EP2 antag = 5&5; Tb hexokinase = -7; Furin inhibitor = -17; RBBP9 inhibitor = -7; PPC-1+TRAIL kill = 86*[5 µM]; p97 inhibitor = -9; Ba/F3 V617F tox = 6; NCF1 inh = -2
Cc1ccc(Cn2ccc(=O)c(OCc3ccccc3)c2C)cc1 is entered as BaF3 tox = -2; EP2 antag = 10; Tb hexokinase = -3; Furin inhibitor = -23[20 µM]; RBBP9 inhibitor = -3; PPC-1+TRAIL kill = -6; p97 inhibitor = 1; Ba/F3 V617F tox = -5; NCF1 inh = -6

(further entries)
nr	Structure	BaF3 tox	EP2 antag	Tb hexokinase	Furin inhibitor	RBBP9 inhibitor	PPC-1+TRAIL kill	p97 inhibitor	Ba/F3 V617F tox	NCF1 inh
51	CC(C)CC(NC(N)=O)C(=O)NCc1ccc(Cl)cc1 (stereo not given)	3	3	5	-33	-4	4	3	-2	-7
52	CCn1c2ccccc2c2cc(CN3CCN(C(=O)c4ccco4)CC3)ccc21	4	8	-4	-33	-12	8	0	-1	-5
53	COc1ccc(CN2CCNC(=O)C2CC(=O)NCCSc2nccn2C)cc1OC (stereo not given)	6	3	-3	-18	-3	-2	2	-2	-4
54	CCOC(=O)C(C(=O)OCC)C1N=C(N)N=C2Oc3ccccc3N21 (stereo not given)	3	8	-8	-16	-6	25	2	0	-27
55	Cc1c(NC(=O)Cn2cnc3c(=O)n(C)c(=O)n(C)c32)cccc1-c1nc2ccccc2o1	3	x	-12	-23[20 µM]	1	x	-3	0	x
56	Cc1ccc(-c2nnc(SCC(=O)N/N=C/c3ccccc3C(=O)O)n2-c2ccc(Cl)cc2)cc1	-3	12	3	-11	-3	0	-6	3	1
57	Cc1nn(C)c(Sc2ccccn2)c1[N+](=O)[O-]	-1	6	-4	-33	-9	-15	1	-2	-16
58	CC(C)(C)C(=O)Nc1c(Br)c(C2CC2)nn1-c1ccccc1	4	5	-4	-42	-6	14	3	-3	-3

Results in sequence from the list.
Tb hexokinase for entries 51–58, in order: 5, -4, -3, -8, -12, 3, -4, -4
p97 inhibitor for entries 51–58, in order: 3, 0, 2, 2, -3, -6, 1, 3
EP2 antag for entries 51–58, in order: 3, 8, 3, 8, x, 12, 6, 5
